# TDP43 rescue: qHTS of TDP-43 Inhibitors; TDP-43 expressing yeast growth rescue, BacTiter-Glo, 24 h; Potency, µM (doses to about 46.1 µM), for inactives: top-dose growth rescue (activation), usual class: activators; actives 1.8% (n = 410,000); note: potency is the fitted concentration of half-maximal effect; % of control where 0% means no effect; nearly all actives have a fitted effect of over 50% in size
#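 In this qHTS, compounds that restore growth of yeast expressing TDP-43 appear as activators. Cells (OD600=0.02, galactose medium, raffinose-pregrown) are incubated with compound 24 hr at 30 deg C and growth is quantified by BacTiter-Glo.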
# aSyn rescue: qHTS of alpha-syn Inhibitors. Potency, µM (series often up to 46.1 µM), inactives show top-dose growth rescue (activation), usual class: activators. actives 0.14% (n = 370,000). Yeast expressing alpha-synuclein, growth rescue, BacTiter-Glo, 24 h; note: potency is the fitted concentration of half-maximal effect; % of control where 0% means no effect; nearly all actives have a fitted effect of over 65% in size
#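 Galactose-induced alpha-syn yeast (OD600=0.02, raffinose-pregrown) + pinned cpd, 24 hr, 30 deg C; growth by BacTiter-Glo luminescence. Growth restoration scores as activation.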
# GLP-1R inv ag: qHTS of GLP-1 Receptor Inverse Agonists (Inhibition Mode). Glucagon-like peptide 1 receptor (Homo sapiens), P43220. HEK293 GLP-1R CRE-luciferase, luminescence, 24 h; GLP-1R form is constitutively active. actives 1.6% (n = 410,000). Potency, µM (titrated, usually from 38.3 µM), inactives show top-dose activity change, negative = inhibition, hits mostly inhibitors; note: potency is the fitted concentration of half-maximal effect; % is set by controls: 0 for no effect and ±100 for the full control effect; nearly all actives have a fitted effect of over 55% in size
# Target sequence (P43220 whole entry, looked up): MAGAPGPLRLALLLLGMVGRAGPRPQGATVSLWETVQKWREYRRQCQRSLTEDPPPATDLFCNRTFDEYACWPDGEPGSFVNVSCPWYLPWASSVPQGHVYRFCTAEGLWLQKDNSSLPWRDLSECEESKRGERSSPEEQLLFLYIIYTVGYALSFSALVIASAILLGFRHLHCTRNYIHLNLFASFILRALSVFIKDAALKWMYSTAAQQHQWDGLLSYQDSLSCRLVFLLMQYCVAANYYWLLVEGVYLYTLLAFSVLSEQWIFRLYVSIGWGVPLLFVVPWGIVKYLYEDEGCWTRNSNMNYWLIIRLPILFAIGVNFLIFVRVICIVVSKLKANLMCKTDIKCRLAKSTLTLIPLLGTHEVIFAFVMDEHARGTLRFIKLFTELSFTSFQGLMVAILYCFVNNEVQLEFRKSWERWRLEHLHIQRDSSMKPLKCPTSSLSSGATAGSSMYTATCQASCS
#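 qHTS in 1536-well format: reporter HEK293 cells expressing constitutive GLP-1R activity in DMEM + 10% Nu serum, 24 hr with compounds at 37 deg C, luminescence read after 12 min with detection reagent.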
# GLP1R cytotox: qHTS of GLP-1 Receptor Inverse Agonists: Cytotox Screen. HEK293 cAMP-luciferase reporter cells, luminescence, 24 h. Potency, µM (doses to about 38.3 µM), inactives show at the highest dose activity change, negative = inhibition, hits mostly inhibitors. actives 0.13% (n = 410,000);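 note: loss of luciferase light is scored as toxicity; potency is the fitted concentration of half-maximal effect; % is set by controls: 0 for no effect and ±100 for the full control effect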
#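 Step one: seed cells (200 cells/uL, DMEM with 10% Nu serum, 1% pen-strep). Step two: 12-hour incubation at 37 deg C. Step three: pin 23 nL compound, incubate 24 hr. Step four: add luciferase reagent, read luminescence 12 min later.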
# PTHR1 agonist: qHTS for PTHR1 Agonists: Primary Screen | Parathyroid hormone/parathyroid hormone-related peptide receptor (Homo sapiens), Q03431 | HEK293 GP2 PTHR1 cells, GloSensor cAMP luminescence, 1 h | Potency, µM (top dose mostly 115 µM), inactives show at the highest dose activation, usual class: activators | actives 0.075% (n = 410,000); note: potency is the fitted concentration of half-maximal effect; nearly all actives have a fitted effect of over 55% in size; some results filed as inactive show a strong effect at the top dose; inactives centre near -15; many of its hits are not listed in these tables
#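 HEK-293-derived GP2 cells expressing PTHR1 and a GloSensor cAMP reporter, 3,000/well, plated overnight, given luciferin plus IBMX (each 0.5 mM as added) for 1 h at 37 °C, then compound for 1 h at 37 °C. Luminescence was read after 15 min at room temperature.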
# GLP-1R agonist: qHTS of GLP-1 Receptor Agonists; actives 0.007% (n = 380,000); HEK293 GLP-1R CRE-luciferase, luminescence, 4-6 h; cells express a hypersensitive GLP-1R form; Potency, µM (top dose mostly 45.6 µM), for the others: at the top dose activation, actives largely listed as activators; note: potency is the fitted concentration of half-maximal effect; % of control where 0% means no effect
# KB-V1 cytotox: qHTS assay for MDR1-selective chemotherapeutics: Primary screen using the drug-selected MDR subline cells KB-V1. KB-V1 MDR cells viability, CellTiter-Glo, 72 h. Potency, µM (series often up to 46.1 µM), for inactives: at the top dose activity change, negative = cytotoxicity, usual class: cytotoxic. actives 3.4% (n = 400,000); note: potency is the fitted concentration of half-maximal effect; % is set by controls: 0 for no effect and ±100 for the full control effect; nearly all actives have a fitted effect of over 60% in size
#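 KB-V1 cells (P-gp-expressing MDR subline of KB-3-1) in phenol-red-free DMEM with 10% FBS were exposed to library compounds over a concentration series for 72 h at 37 degrees C. Viability read by CellTiter-Glo luminescence; concentration-effect curves fitted after normalization.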
# DRD3 antagonist: qHTS of D3 Dopamine Receptor Antagonist: qHTS; D(3) dopamine receptor (Homo sapiens), P35462; D3R cells, DiscoveRx beta-arrestin luminescence, antagonist mode; stronger effect = lower value; max response, negative = inhibition, %; actives 2.5% (n = 360,000); AID 652054, 2013; in the data active = max response below about -50%; inconclusive = no clear call, values can overlap the other calls; note: % is set by controls: 0 for no effect and ±100 for the full control effect; mostly tested at two doses, the higher about 12 µM
# Target sequence (P35462 whole entry, looked up): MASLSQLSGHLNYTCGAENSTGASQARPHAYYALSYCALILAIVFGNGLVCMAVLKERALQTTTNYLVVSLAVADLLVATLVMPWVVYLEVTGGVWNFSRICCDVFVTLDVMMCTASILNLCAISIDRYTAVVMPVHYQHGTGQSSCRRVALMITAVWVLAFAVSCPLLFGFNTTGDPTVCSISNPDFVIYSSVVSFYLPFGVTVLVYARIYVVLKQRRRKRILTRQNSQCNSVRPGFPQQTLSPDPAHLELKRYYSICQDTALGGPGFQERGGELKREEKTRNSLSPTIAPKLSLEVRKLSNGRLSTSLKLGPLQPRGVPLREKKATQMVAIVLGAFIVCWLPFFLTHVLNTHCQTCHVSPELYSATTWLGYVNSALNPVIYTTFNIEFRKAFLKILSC
#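 Cells expressing the human receptor were seeded at 1500 cells/well, incubated overnight at 37 degrees C in 5% CO2, then exposed to library compounds with dopamine controls for 90 minutes at 37 degrees C before luminescent detection.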
# D3 ag: qHTS of D3 Dopamine Receptor Agonist: qHTS; D(3) dopamine receptor (Homo sapiens), P35462; D3R DiscoveRx beta-arrestin cells, luminescence, 90 min; max activation, %; actives 0.58% (n = 410,000); in the data active = max activation above about 30%; note: 0% is about no effect; mostly tested at two doses, the higher about 12 µM
#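 Cells at 1500/well, incubated overnight, then treated with pinned compounds (dopamine as control) for 90 min at 37 degrees C. DiscoveRx reagent added for 30 - 60 minutes at room temperature; luminescence read.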
# An asterisk follows results filed as active; i = inactive; ? = inconclusive; nt = not tested or not shown; [ ] = remark or other dose. Unless noted, calls come from the whole dose curve; as a rule, active = well fitted curve in the direction sought with a large enough effect; inconclusive = small, poorly fitted or top-dose-only effect, or another doubt; inactive = no such curve, though single readings can be large; an effect the other way counts as inactive or inconclusive. An excerpt, so the mix of outcomes need not match the whole.
SMILES,TDP43 rescue,aSyn rescue,GLP-1R inv ag,GLP1R cytotox,PTHR1 agonist,GLP-1R agonist,KB-V1 cytotox,DRD3 antagonist,D3 ag
O=C(NCc1ccc2c(c1)CCN2C(=O)c1ccccc1)c1cc2ccccc2[nH]1,5%,nt,0%,25%,-32%[inhibitor],nt,-31%,nt,1
CN1CCN(Cc2nc3ccccc3n2C)CC1CCO (stereo not drawn),-11%,-1%,14%,9%,?,-2%,?,-15,-16
COc1ccc(NC(=O)CCCn2cnc3ccccc3c2=O)cc1,-18%,0%,53%[activator],-6%,-24%,6%,-1%,5,4
COc1ccc(CNC(=O)c2cnc(C)cn2)cc1,-5%,-2%,26%,13%,-5%[57.5 µM],-2%,11%,-3,-4
CN(C)C(=O)CSc1nnc(CCCCCNC(=O)OC(C)(C)C)o1,-12%,-4%,25%,5%,-59%[inhibitor],28%,-12%,-6,-1
COc1ccc(C(=O)c2c3ccc(OC)cc3[n+]([O-])n2Cc2ccc(C(N)=O)cc2)cc1,22%,-3%,80%[activator],?,-61%[inhibitor],3%,0%,-14,13
Cc1ccc(CN2CCN(/N=C/c3ccc(N(C)C)cc3)CC2)cc1,-4%[1.82 µM],5%,-11%,2%,-6%,10%,-2%,-11,-10
COC(=O)c1c(C)sc(-c2c(-c3cccc(Cl)c3)[nH]c3c2c(=O)[nH]c(=O)n3C)c1O,-8%,nt,22%,2%,i,nt,0%,nt,5
CCC/C(=N\NC(=O)C1CCCC1)c1ccccc1,1%,0%,7%,-9%,-9%,1%,0%,3,-21
CCn1c(SC(C)C(=O)Nc2ccc(N3CCOCC3)cc2)nnc1C1CC1 (stereo not drawn),13%,4%[1.84 µM],7%,-13%,-15%,3%,1%,13,4
Nn1c(SCC(=O)N2CCCCCC2)nnc1-c1ccco1,1%,-2%[1.84 µM],8%,2%,i,0%,31%,-2,-3
Cc1ccc(C(=O)OCC(=O)NC(=O)Cc2ccccc2)c(O)c1,-1%,0%,6%,-13%,i,-1%,11%,-21,-4
COc1ccc(CN2CCC(C)(Oc3ccc4c(c3)OCO4)C2)c2ccccc12 (stereo not drawn),-2%,-2%,-30%,1%,0%,6%,?,0,-7
N#CCN1C(=O)NC2(CCCc3sccc32)C1=O (stereo not drawn),-8%,-2%,-3%,1%,-12%,-1%,5%,-12,-3
COC(=O)c1ccc(Cn2c(O)c(N=NC(N)=S)c3ccccc32)o1,7%,-6%,10µM*,?,?,10%,2%,-12,-5
CCOc1ccc(C(=O)NCC(c2cccs2)S(=O)(=O)c2ccccc2)cc1 (stereo not drawn),?,nt,?,2%,i,nt,-16%,nt,24
CCCCCc1c(CC)ncn1CCc1ccccc1OC,7%,6%,?,-21%,-85%[inhibitor],-1%,?,-19,-13
CC1CC(Nc2ccccc2N)=CC(=O)O1 (stereo not drawn),-1%,1%,19%,7%,-39%[inhibitor][57.5 µM],3%,23%,-28,-4
Cc1ccc(C)c(NC(=O)CN2CCSc3ccc(S(=O)(=O)N4CCCC4)cc32)c1,20%,7%,?,-21%,-17%,-5%,?,nt,-4
CCCc1nc2oc3ccccc3c(=O)c2c(=O)n1CCCOC,-4%,0%,11%,-1%,i,4%,1%,-6,-2
Cn1c(SCC(=O)Nc2ccc3c(c2)CCC3)nnc1C1CC1,-6%,0%,3%,-18%,-22%,8%,?,-19,-8
CNc1cncc(-c2ccc(OC)c(OC)c2)n1,-47%[inhibitor],7.9µM*,8%,-4%,-5%,-3%,-21%,-11,-9
N=c1oc2cc(O)ccc2cc1C(=O)Nc1nc2ccccc2s1,1%,-9%,20%,i,0%,20%,-5%,54,16
O=C(NC(=S)Nc1cc([N+](=O)[O-])ccc1O)c1ccc2c(c1)OCO2,-14%,1%,?,?,-33%,-27%,?,-4,-1
COc1ccc(NC(=O)CN(C)C2CCS(=O)(=O)C2)cc1 (stereo not drawn),-11%,-2%,2%,-11%,-23%,-2%,24%,?,-6
SMILES,TDP43 rescue,aSyn rescue,GLP-1R inv ag,GLP1R cytotox,PTHR1 agonist,GLP-1R agonist,KB-V1 cytotox,DRD3 antagonist,D3 ag
CC(C)CC(=O)Nc1nc2c(c(=O)[nH]1)CCCC2,8%,-17%,13%,-19%,i,-2%,-1%,7,0
COc1cccc(C(=O)N2CCN(Cc3ccccn3)CC2)c1OC,2%,-7%,3%,10%,i,-1%,17%,?,3
O=C(CNC(=O)c1ccncc1)N/N=C/c1ccccc1[N+](=O)[O-],1%,0%,-7%,-13%,i,-2%,7%,-2,-5
Cc1cccc(C)c1NC(=O)CCn1cnc2ccccc2c1=O,1%,6%,18%,-13%,i,-2%,3%,-1,-2
CCOc1ccccc1NC(=O)C(OC(=O)c1ccccc1)c1ccccc1 (stereo not drawn),1%,8%,?,3%,-13%,-2%,?,0,-4
O=C(COC(=O)CCNS(=O)(=O)c1ccc(Cl)cc1)NCc1ccccc1,7%,-1%,8%,2%,-16%,8%,2%,-2,0
CN1CCN(C(=O)c2ccc3c(c2)N(Cc2c(F)cccc2Cl)C(=O)c2ccccc2S3)CC1,-10%,nt,?,4%,-10%,-6%,0%,nt,-18
CCc1cnc2c(c1SCCC(C)C)c(=O)n(C)c(=O)n2C,?,nt,-15%,23%,i,nt,5%,nt,7
CCOc1ccc(N(CC(=O)NN=C2CCCC2)S(C)(=O)=O)cc1,3%,0%,16%,7%,-26%,1%,14%,3,3
Cc1ccc(CNC(=O)CN2C(=O)C3CCCCN3c3ccc(C(=O)N(C)C)cc32)cc1 (stereo not drawn),0%[9.22 µM],nt,-5%,-5%,-2%,nt,6%,nt,9
COc1ccc(Oc2ncnc3c2oc2ccccc23)cc1,23%,nt,16%,1%,-72%[inhibitor],nt,6%,nt,7
Cc1ccc(S(=O)(=O)N2CCCC2c2nc3ccccc3s2)cc1 (stereo not drawn),20%,1%,-3%,7%,-40%,2%,21µM*,-3,-2
CCOC(=O)C1CCN(C(=O)CC2(CC(=O)O)CCCC2)CC1,-17%,-4%,34%[activator],5%,i,-3%,10%,0,-7
Nc1ccc(-n2nncc2-c2ccccc2)cc1,-1%,-2%,16%,-8%,-13%[57.5 µM],-3%,25%,5,1
CN(C)c1ccc(/C=C/C(=O)c2ccc3c(c2)OCO3)cc1,21%,4%,-19%,97%[activator],-23%,1%,?,-17,4
O=C(C1CCCO1)N1CCN(c2ccc(F)cc2)CC1 (stereo not drawn),15%,-5%,0%,1%,i,-12%,11%,12,-4
CC1CCN(S(=O)(=O)c2ccc3c(c2)oc(=O)n3CC(=O)N2c3ccccc3CC2C)CC1 (stereo not drawn),10%,2%,-29%,5%,i,-2%,-13%,-13,-1
Cc1ccccc1NC(=O)COC(=O)c1ccccc1SCC(=O)N1CCCC1,26%,10%,6%,-12%,-16%,16%,-25%,7,0
COc1cc2c(cc1N)-c1ccc(N)cc1C2,7%,1%,28%,-9%,i,12%,-8%,-7,-4
COc1ccc(CNC(=O)C2CC(O)CN2C(=O)Nc2ccccc2)cc1 (stereo not drawn),1%,-9%,-6%,0%,i,1%,?,-30,0
CN(Cc1nccn1C)C(=O)c1cc(COc2ccc3ncccc3c2)on1,-1%,0%,9%,3%,-20%,0%,-26%,27,3
CC(C)CCNC(=O)NC(=O)CSc1nnc(-c2ccccc2F)n1N,15%,-1%,6%,1%,i,-8%,8%,1,5
CN(c1ccccc1)S(=O)(=O)c1cccc(NC(=O)CCN2C(=O)C3CCCCC3C2=O)c1 (stereo not drawn),8%[9.22 µM],2%,?,-2%,-41%[inhibitor],3%,?,1,2
CCOc1ccccc1OCC(=O)Nc1cc(C)on1,?,0%,1%,-8%,i,-21%,?,-11,-1
O=C1NN(c2ccccc2)C(=O)/C1=C\c1ccccc1,-2%,-8%,?,-23%,-22%,10%,-5%,4,7

# Profiles, quoted from the list. Values in the order: TDP43 rescue | aSyn rescue | GLP-1R inv ag | GLP1R cytotox | PTHR1 agonist | GLP-1R agonist | KB-V1 cytotox | DRD3 antagonist | D3 ag
# `CCOc1ccccc1NC(=O)C(OC(=O)c1ccccc1)c1ccccc1` (stereo not drawn) in the list: 1% | 8% | ? | 3% | -13% | -2% | ? | 0 | -4
# `CN1CCN(Cc2nc3ccccc3n2C)CC1CCO` (stereo not drawn) in the list: -11% | -1% | 14% | 9% | ? | -2% | ? | -15 | -16

# Going on with the list:
SMILES,TDP43 rescue,aSyn rescue,GLP-1R inv ag,GLP1R cytotox,PTHR1 agonist,GLP-1R agonist,KB-V1 cytotox,DRD3 antagonist,D3 ag
O=C1CC(c2ccccc2)Sc2nc(-c3ccc(F)cc3)nn21 (stereo not drawn),11%,nt,-6%,-8%,i,nt,22%,nt,0
COc1ccc(CNC(=O)COC(=O)[C@@H]2CCCN2C(=O)c2cccs2)cc1,-9%,0%,8%,3%,i,7%,16%,-1,6
Cc1ccc2c(c1)C(=O)CCN2,4%,4%,4%,45%[activator],-31%[inhibitor][57.5 µM],2%,0%,9,-3
Cc1nc2c(C(=O)NCc3ccccc3Cl)c[nH]n2c(=O)c1Cc1cccc(Cl)c1,1%,nt,?,-15%,-4%,-4%,?,nt,-19
CC(=O)N(c1nnc(-c2cccc(C)c2)s1)C1CCCC1,-7%[1.82 µM],-1%,?,12%,-44%[inhibitor],28%,-24%,-11,-4
CCC(=O)n1nc(-c2ccc(OC)cc2)nc1NCc1cccs1,-20%,-2%,21%,9%,-64%[inhibitor],-1%,-3%,16,-7
Cc1cc(C)n(CC(=O)NC2C(=O)N3C(C(=O)O)=C(CSc4nnc(C)s4)CSC23)n1 (stereo not drawn),6%,-4%,2%,1%,-20%,-7%,12%,-21,-6

# Screening results: PubChem, National Center for Advancing Translational Sciences (NCATS)
